Screening data as filed in PubChem BioAssay.
aSyn rescue: qHTS of alpha-syn Inhibitors | Yeast expressing alpha-synuclein, growth rescue, BacTiter-Glo, 24 h | Potency, µM (top dose mostly 46.1 µM), for the others: at the top dose growth rescue (activation), actives largely listed as activators | 370,000 tested, 0.14% active; note: potency is the fitted concentration of half-maximal effect; % of control where 0% means no effect; nearly all actives have a fitted effect of over 65% in size
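Screening used galactose-induced yeast with toxic alpha-synuclein levels, exposed to compound for 24 hr at 30 deg C. Cell growth, read with BacTiter-Glo luminescence, gave the measured signal.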
DRD3 antagonist: qHTS of D3 Dopamine Receptor Antagonist: qHTS; 360,000 tested, 2.5% active; D3R cells, DiscoveRx beta-arrestin luminescence, antagonist mode; active compounds read low; max response, negative = inhibition, %; AID 652054, 2013; in the data active = max response below about -50%; inconclusive = no clear call, values can overlap the other calls; note: % is set by controls: 0 for no effect and ±100 for the full control effect; mostly tested at two doses, the higher about 12 µM
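Cells expressing the human receptor were seeded at 1500 cells/well, incubated overnight at 37 degrees C in 5% CO2, then exposed to library compounds with dopamine controls for 90 minutes at 37 degrees C before luminescent detection.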
TDP-43 yeast inh: qHTS of TDP-43 Inhibitors; TDP-43 expressing yeast growth rescue, BacTiter-Glo, 24 h; Potency, µM (titrated, usually from 46.1 µM), inactives show top-dose growth rescue (activation), usual class: activators; 410,000 tested, 1.8% active; AID 652104, 2013; note: potency is the fitted concentration of half-maximal effect; % of control where 0% means no effect; nearly all actives have a fitted effect of over 50% in size
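Cell-based yeast growth screen: TDP-43 expression induced in galactose, inoculum OD600=0.02 after raffinose pregrowth to mid-log. Read-out BacTiter-Glo luminescence at 24 hr, 30 deg C; inhibition of toxicity seen as signal increase.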
pAkt inh: HTS Assay for Inhibitors of Akt Phophorylation: Primary Screen; 360,000 tested, 0.32% active; activity change, % for hits at 50 µM; AID 651550, 2012; Neuro2A IGF-stimulated pAkt S473 HTRF, 20 min; active compounds read low; in the data active = activity change below about -80%; inconclusive = mostly about -51% to -80%; note: % is set by controls: 0 for no effect and ±100 for the full control effect
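Neuro2A cells (4,500/well, DMEM with 0.5% FBS) were treated with compound at a single 50 µM final concentration, stimulated with 6 nM IGF for 20 min at 37 °C, and lysed. Phospho-Akt Ser473 was read by HTRF as 665/615 ratio ×10^4.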
Abeta rescue: qHTS for compounds that reverse cellular toxicity of Amyloid beta (A-beta) peptide in yeast: Primary Screen. yeast expressing A-beta42, growth rescue, OD600, 48 h; response scale: 0% DMSO, 100% iron-clioquinol control. Potency, µM (doses to about 46.1 µM), without a hit: at the top dose growth rescue, usual class: activators. 410,000 tested, 0.063% active. AID 1347071, 2019; note: potency is the fitted concentration of half-maximal effect; nearly all actives have a fitted effect of over 55% in size
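Yeast A-beta toxicity model in growth medium with pinned compounds, 48 h at 30 C; growth read as absorbance at 600 nm. Normalized to FeCl3/clioquinol equimolar mix (positive) and DMSO (negative).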
FUS suppressor: qHTS for Suppressors of FUS Proteinopathy: Primary screen using FUS-linked yeast assay | S. cerevisiae FUS-expressing, growth rescue, OD600, 24 h | Potency, µM (highest dose often 76.6 µM), inactives show at the highest dose growth rescue (activation), usual class: activators | 390,000 tested, 0.24% active | AID 1347120, 2019;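 note: potency is the fitted concentration of half-maximal effect; plate controls were DMSO vehicle for no effect and reference control for full effect; nearly all actives have a fitted effect of over 55% in size; some results filed as inactive show a strong effect at the top dose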
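S. cerevisiae expressing FUS from galactose induction served as the toxicity model. Growth after 24hr at 30C, read as absorbance at 600 nm, indicates suppression of toxicity; compounds dosed at several concentrations.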
GLP1R inv ag: qHTS of GLP-1 Receptor Inverse Agonists (Inhibition Mode); AID 624417, 2012; HEK293 GLP-1R CRE-luciferase, luminescence, 24 h; GLP-1R form is constitutively active; Potency, µM (titrated, usually from 38.3 µM), for the others: top-dose activity change, negative = inhibition, most hits filed as inhibitors; 410,000 tested, 1.6% active; note: potency is the fitted concentration of half-maximal effect; % is set by controls: 0 for no effect and ±100 for the full control effect; nearly all actives have a fitted effect of over 55% in size
Target sequence (P43220 whole entry, looked up): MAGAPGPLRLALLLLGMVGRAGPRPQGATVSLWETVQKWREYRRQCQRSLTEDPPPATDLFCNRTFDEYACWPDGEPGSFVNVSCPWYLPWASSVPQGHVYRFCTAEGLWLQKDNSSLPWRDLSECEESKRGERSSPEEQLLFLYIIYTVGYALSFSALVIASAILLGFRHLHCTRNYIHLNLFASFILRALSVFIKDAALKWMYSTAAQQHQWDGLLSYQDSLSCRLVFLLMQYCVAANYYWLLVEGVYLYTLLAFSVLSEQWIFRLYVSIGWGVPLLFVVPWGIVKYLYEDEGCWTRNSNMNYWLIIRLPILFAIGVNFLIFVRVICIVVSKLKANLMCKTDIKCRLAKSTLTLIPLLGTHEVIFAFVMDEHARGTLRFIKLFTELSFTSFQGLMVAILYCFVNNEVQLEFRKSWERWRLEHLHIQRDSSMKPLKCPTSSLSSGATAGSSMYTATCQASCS
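Using stably transfected HEK293 (constitutively active GLP-1R, cAMP-luciferase reporter), compounds were incubated 24 hr and luciferase measured by luminescence.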
PTHR1 ag: qHTS for PTHR1 Agonists: Primary Screen | Parathyroid hormone/parathyroid hormone-related peptide receptor (Homo sapiens), Q03431 | HEK293 GP2 PTHR1 cells, GloSensor cAMP luminescence, 1 h | Potency, µM (highest dose often 115 µM), for inactives: at the top dose activation, most hits filed as activators | 410,000 tested, 0.075% active | AID 743266, 2014; note: potency is the fitted concentration of half-maximal effect; nearly all actives have a fitted effect of over 55% in size; some results filed as inactive show a strong effect at the top dose; inactives centre near -15; many of its hits are not listed in these tables
Target sequence (Q03431 whole entry, looked up): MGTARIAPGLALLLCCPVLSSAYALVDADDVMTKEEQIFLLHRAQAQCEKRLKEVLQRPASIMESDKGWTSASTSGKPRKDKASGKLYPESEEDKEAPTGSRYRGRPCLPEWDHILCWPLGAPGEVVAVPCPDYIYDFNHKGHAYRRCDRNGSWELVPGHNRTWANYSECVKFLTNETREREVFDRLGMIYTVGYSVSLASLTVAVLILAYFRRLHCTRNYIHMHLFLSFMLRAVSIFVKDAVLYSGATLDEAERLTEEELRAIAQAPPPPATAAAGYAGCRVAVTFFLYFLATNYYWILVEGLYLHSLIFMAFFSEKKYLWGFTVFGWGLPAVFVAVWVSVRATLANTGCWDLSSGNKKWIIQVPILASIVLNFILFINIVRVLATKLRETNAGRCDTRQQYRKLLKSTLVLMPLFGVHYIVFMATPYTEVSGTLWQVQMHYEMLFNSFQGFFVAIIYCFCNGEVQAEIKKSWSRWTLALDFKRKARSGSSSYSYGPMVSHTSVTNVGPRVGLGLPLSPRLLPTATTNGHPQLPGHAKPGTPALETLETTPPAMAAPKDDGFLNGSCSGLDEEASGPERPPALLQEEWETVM
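HEK-293-derived GP2 cells expressing PTHR1 and a GloSensor cAMP reporter, 3,000/well, plated overnight, given luciferin plus IBMX (each 0.5 mM as added) for 1 h at 37 °C, then compound for 1 h at 37 °C. Luminescence was read after 15 min at room temperature.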
GLP-1R agonist: qHTS of GLP-1 Receptor Agonists; HEK293 GLP-1R CRE-luciferase, luminescence, 4-6 h; cells express a hypersensitive GLP-1R form; Potency, µM (titrated, usually from 45.6 µM), inactives show top-dose activation, usual class: activators; 380,000 tested, 0.007% active; AID 624172, 2012; note: potency is the fitted concentration of half-maximal effect; % of control where 0% means no effect
Numbers without * were called inactive; i = inactive; ? = inconclusive; · = no result given; [ ] = dose if it differs, or a comment. Unless noted, calls come from the whole dose curve; as a rule, active = well fitted curve in the direction sought with a large enough effect; inconclusive = small, poorly fitted or top-dose-only effect, or another doubt; inactive = no such curve, though single readings can be large; an effect the other way counts as inactive or inconclusive. An excerpt, so the mix of outcomes need not match the whole.

SMILES	aSyn rescue	DRD3 antagonist	TDP-43 yeast inh	pAkt inh	Abeta rescue	FUS suppressor	GLP1R inv ag	PTHR1 ag	GLP-1R agonist
COc1cccc(OC)c1OCCN1CCC(C(=O)NC(c2ccc3c(c2)OCO3)c2ccccn2)CC1 (configuration not stated)	1%	-78*	-1%	i	0%	0%	-21%	17%	-5%
CCCn1c2ccc(/C(C)=N\O)cc2c2cc(/C(C)=N/O)ccc21	4%	-6	3%	i	3%	11%	-10%	-27%	13%
COc1ccc(-c2c(-c3ccc(C#N)cc3)oc(=O)c3cc(OC)c(OC)cc23)cc1	12%	6	8%	i	6%	?	22%	-29%	-5%
O=C(CCCC(=O)NCCc1ccccc1)NCCc1ccccc1	-4%	?	4%	i	11%	·	15%	-8%	-1%
CCCCCN(C(=O)CCC(=O)OCCOc1cccc(Cl)c1)c1c(N)n(CCCC)c(=O)[nH]c1=O	-3%	-8	27%	i	1%	-17%	9%	-37%[inhibitor]	-7%
CCOc1cccc(CN2CCN(Cc3ccc(C)o3)C(CCO)C2)c1O (configuration not stated)	-1%	5	-12%[0.397 µM]	i	-19%	3%	?	i	16%
NNc1cc(C(=O)O)ccc1Cl	-6%	-11	-10%	i	11%	38%	8%	i	-1%
COc1cccc(OC)c1C(=O)NC(=O)NNc1cc(C(F)(F)F)cc(C)n1	0%	3	-9%	i	4%	8%	-3%	-30%[inhibitor]	4%
O=C(/C=C/c1ccco1)Nc1nnc(-c2ccco2)s1	-3%	3	9%	i	-1%	-22%	-28%	i	-2%
CC(=O)N1CCc2cc(S(=O)(=O)CCC(=O)Nc3ccccc3F)ccc21	-2%	-9	-6%	i	2%	0%	8%	i	-5%
O=C(COc1ccc2ccccc2c1)Nc1nccs1	-1%	4	?	i	27%	11%	-11%[0.307 µM]	-33%[inhibitor]	-19%
NC(=O)c1cc(-c2ccccc2)sc1NC(=O)Cc1ccc(S(=O)(=O)N2CCOCC2)s1	6%	-8	21%	i	14%	43%	0%	i	3%
CCOc1cccc(-c2cnc3cccnn23)c1	9%	55	0%	i	-5%	0%	14%	-8%	-4%
COC(=O)[C@@]12C[C@@H](CC(=O)N3CCOCC3)C(=O)N(CCc3ccc(OC)c(OC)c3)C1=CCC(C)(C)C2	6%	-7	0%	i	6%	16%	6%	-9%	·
OCc1ccc(-c2ccc3nccn3c2)cc1	3%	-18	-11%	i	-14%	-15%	7%	22%	5%
Cc1cc(C(=O)Nc2ccncc2)c2ccccc2n1	-1%	-11	8%	i	-6%	9%	5%	i	1%
COc1ccc(NC(=O)CCCc2ccc(OC)c(C)c2)cc1	3%	-6	?	i	25%	8%	?	-28%	4%
Cc1cccc2cc3c(NC(=O)c4ccccn4)nn(C)c3nc12	2%	13	-2%	i	16%	3%	2%	i	2%
CCc1ccc(OC(C)C(=O)N2CCC(c3nc4ccccc4s3)CC2)cc1 (configuration not stated)	·	·	16µM*	·	-17%	?	?	-20%	·
C[C@@H]1CN([C@@H](C)CO)C(=O)c2ccccc2-c2ccccc2CO[C@@H]1CN(C)S(=O)(=O)c1ccc(C(F)(F)F)cc1	4%	17	4%	i	4%	?	10µM*	-23%	10%
CCN(CC)C(=O)C(=O)c1cn(CCOc2ccccc2)c2ccccc12	12%	-11	-5%	i	-12%	9%	?	i	7%
CC1=CS/C(=C(/C#N)C(=O)NCc2ccco2)N1c1ccccc1	1%	150	19%	i	16%	-27%	35%[activator]	i	-5%
COc1ccc2c(c1)C1=C(CC2)C(c2ccc(C)cc2)NC(=S)N1 (configuration not stated)	13%	-1	?	i	?	41%	?	-27%	13%
COc1ccc(CC(=O)Nc2nc(C)cs2)cc1	-6%	14	0%	i	-2%	-11%	-2%[0.307 µM]	-3%	-7%
C[C@@H](NC(=O)CN1C(=O)c2ccccc2S1(=O)=O)c1ccccc1	-1%	1	18%	i	·	-14%	-2%	i	3%
CP(C)(=O)CCP(=O)(c1ccccc1)c1ccccc1	1%	9	9%	i	7%	8%	11%	i	-4%
O=C(O)Cn1ccnc1	1%	-7	20%	i	11%	9%	1%	-17%	-1%
Cc1ccc(C(=O)C2CC2)cc1C	3%	8	2%	i	4%	0%	3%	i	-4%
O=C(Cn1ncc(Cl)c(Cl)c1=O)Nc1ccc2c(c1)OCO2	-10%	?	13%	i	-11%	2%	?	-27%	-12%
COC(=O)[C@@]1(Cc2ccc(F)cc2)[C@H]2c3cc(C(=O)N4CCCC4)n(Cc4ccc(C)o4)c3C[C@H]2CN1C(=O)c1ccccc1	1%	-24	17%	i	-9%	?	?	-22%	-4%
COc1cccc(NC(=O)c2ccccc2N(Cc2ccccc2)S(C)(=O)=O)c1	14%	35	11%	i	8%	9%	-20%	i	-4%
COc1cccc(CNC(=O)CN(C)S(=O)(=O)c2ccc3[nH]c4c(c3c2)CCCC4)c1	·	·	4%	·	-8%	?	?	-25%	·
COc1ccc(N(CC(=O)Nc2cccc(OC)c2)S(=O)(=O)c2c(C)nn(C)c2C)cc1	2%	-12	3%	i	16%	30%	3%	i	6%
COc1cc(/C=C2\C(=N)N3N=C(S(C)(=O)=O)SC3=NC2=O)ccc1OCCOc1ccccc1C	8%	7	-7%	i	7%	15%	11%	-31%[inhibitor]	-1%
CCOc1ccc(CN(C)CC(=O)NCc2ccccc2)cc1	8%	4	13%	i	0%	13%	?	i	5%
O=C(NC1CC(=O)c2sccc21)c1ccc(Cl)cc1Cl (configuration not stated)	10%	12	-7%	i	-7%	-1%	9%	-1%	5%
Cc1cccc(-c2nc3c(c(=O)c4ccccc4n3C)c(=O)n2-c2ccccc2)c1	9%	-5	-7%	i	-2%	-7%	-14%	i	9%
O=C(c1ccc(Br)s1)N1CCN(S(=O)(=O)c2ccccc2)CC1	10%	-13	21%	i	-8%	·	?	-42%[inhibitor]	0%
O=c1oc2ccccc2c(NC(c2ccccc2)c2ccccc2)c1[N+](=O)[O-]	6%	?	-6%	i	9%	2%	?	-1%	-1%
O=[N+]([O-])c1cc2oc3c(c2c(C=NCc2ccccc2)c1O)CCCC3	-71%[inhibitor]	-85*	-93%[inhibitor]	i	-65%[inhibitor]	8%	-12%	i	3%
CC1CCc2sc(C(=O)NC3CCCCC3)cc2C1 (configuration not stated)	-3%	-6	12%	i	12%	-6%	2%	-30%[inhibitor]	7%
O=C(c1cc(-c2cccc(Cl)c2)nc2ccccc12)N1CCCC1	2%	1	28%	i	10%	31%	?	-31%[inhibitor]	13%
Cc1cc(N2CCN(c3ccccc3F)CC2)nc2cc(O)ccc12	3%	-17	23%	i	6%	18%	-28%	-30%[inhibitor]	7%
Cn1c(/C(C#N)=C/c2ccc(O)cc2)nc2ccccc21	-1%	1	20%	i	-16%	-11%	14%	-14%	9%
COc1ccc(C(=O)Nc2nc(C)c(C(=O)N(C)C)s2)cc1OC	-2%	-10	13%	i	11%	20%	0%	-2%[57.5 µM]	1%
COc1ccccc1CNC(=O)CCS(=O)(=O)Cc1ccc(C)cc1	12%	-7	15%	i	-4%	-6%	-14%	i	6%
Nc1cc(OCC(F)(F)F)cc(OCC(F)(F)F)c1	-11%	-11	10%	i	13%	27%	5%[0.307 µM]	i	-8%
Cc1cc(C(=O)NCc2ccc(S(N)(=O)=O)cc2)cs1	5%	?	-4%	i	-5%	-5%	0%	i	13%
CCCCOc1ccc(C2(C)CC(=O)NC2=O)cc1 (configuration not stated)	-6%	-24	-19%	i	-15%	?	-5%	-7%	-1%
COc1cscc1C(N)=O	0%	1	0%	i	7%	11%	3%	i	5%
Cc1ccc(NC(=O)C2CCCN(S(=O)(=O)c3cccc4cccnc34)C2)c(Br)c1 (configuration not stated)	·	·	0%	·	25%	-4%	-6%	-17%	·
[N-]=[N+]=N[C@@H](CCN1CC[C@H](NC(=O)OCc2ccccc2)CCC1=O)c1ccccc1	5%	0	6%	i	0%	18%	-22%	-66%[inhibitor]	2%
COc1cc(/C=C/C(=O)OCc2csc(CC(=O)Nc3ccc(C)cc3)n2)ccc1OCC#N	6%	7	0%	i	-13%	22%	?	-18%	1%
C[C@H]1CN([C@@H](C)CO)C(=O)CCCn2cc(nn2)CO[C@@H]1CN(C)C(=O)Nc1cccc(C(F)(F)F)c1	-3%	-6	3%	i	-3%	-18%	13%	-18%	-2%
C/C(=N\NC(=O)c1nc2ccccn2c1C)c1cccc([N+](=O)[O-])c1	-2%	11	6%[9.22 µM]	i	-3%	7%	24%	i	8%
CC1(C)CC(=O)c2c(oc3c(Cl)cc(NS(=O)(=O)c4ccc(Cl)cc4)cc23)C1	·	·	14%	·	2%	-13%	-18%	i	·
CC(=O)NCCNc1nc2cc(-c3ccc4c(ccn4C)c3)sc2c(=O)n1C	-3%	3	21%	i	-10%	2%	25%	-11%	23%
Cc1ccc(NC(=O)c2ccc(COc3ccccc3Cl)o2)cc1	·	·	18%[9.22 µM]	·	-10%	-4%	?	-20%	·

Structures from the list above with an NH in an aromatic ring:
SMILES	aSyn rescue	DRD3 antagonist	TDP-43 yeast inh	pAkt inh	Abeta rescue	FUS suppressor	GLP1R inv ag	PTHR1 ag	GLP-1R agonist
CCCCCN(C(=O)CCC(=O)OCCOc1cccc(Cl)c1)c1c(N)n(CCCC)c(=O)[nH]c1=O	-3%	-8	27%	i	1%	-17%	9%	-37%[inhibitor]	-7%
COc1cccc(CNC(=O)CN(C)S(=O)(=O)c2ccc3[nH]c4c(c3c2)CCCC4)c1	·	·	4%	·	-8%	?	?	-25%	·
